# From PubChem BioAssay
# PMI act satM6P = increases human PMI activity with near-saturating mannose 6-phosphate; P34949; coupled PMI enzyme assay, resazurin fluorescence, 20 min; hits give high values; 1 = untreated enzyme, 0 = substrate-free blank; activation factor at 20 µM; 0.34% of 190,000 active;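 active means activation factor of 2 or more at 20 µM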
# Target sequence (P34949 whole entry, looked up): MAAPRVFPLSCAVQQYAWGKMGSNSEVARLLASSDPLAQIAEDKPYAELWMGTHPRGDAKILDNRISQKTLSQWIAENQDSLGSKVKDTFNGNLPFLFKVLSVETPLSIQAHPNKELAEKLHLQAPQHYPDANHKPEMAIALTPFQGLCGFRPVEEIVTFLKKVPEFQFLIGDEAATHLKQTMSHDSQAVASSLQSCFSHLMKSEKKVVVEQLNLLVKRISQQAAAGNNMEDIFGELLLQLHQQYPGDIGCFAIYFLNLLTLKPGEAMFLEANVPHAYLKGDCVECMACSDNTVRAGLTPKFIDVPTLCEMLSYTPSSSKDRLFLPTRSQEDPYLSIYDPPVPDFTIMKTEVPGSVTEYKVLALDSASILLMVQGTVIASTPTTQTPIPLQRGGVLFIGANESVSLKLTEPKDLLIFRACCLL
#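 Test system: human PMI in coupled enzyme assay; Input: PMI at 15 ng/mL final; Medium: HEPES buffer, pH 7.4; Schedule: 20 min incubation at room temperature; Technique: resorufin fluorescence at Ex 544/Em 590 nm; Compound: 20 µM single dose; Probe or stimulus: Near-saturating mannose-6-phosphate, 1.0 mM.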
# TNAP act hi DEA = increases human TNAP activity under high phosphate acceptor concentration. P05186. purified TNAP, CDP-star luminescence, 1 M DEA, 30 min; hits give high values; 0 = EDTA background, 1 = DMSO-only activity. activation factor at 20 µM. 200,000 tested, under 10 active;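 active means activation factor at least 2 at 20 µM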
#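 system = human TNAP | amount = enzyme diluted 1/800 final | reagent = 100 µM CDP-star substrate | signal = luminescent substrate turnover signal | dosing = one dose, 20 µM | benchmarks = EDTA negative control, DMSO positive control | measure = activation factor | timing = 30 min reaction, room temperature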
# NF-kB expr up = NF-kB expression increase, human neuronal cells; 1.6% of 190,000 active; NF-kB reporter expression; hits give high values; fold change at 12.5 µM; in the data active means fold change above about 3.3
# APP 5'UTR act = APP 5'UTR luciferase reporter activation. SH-SY5Y APP 5'UTR luciferase reporter, luminescence; zero percent = DMSO vehicle wells. activation, % at 2 µM. 1% of 190,000 active. AID 1276;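 active means activation above a set limit, based on mean plus 3 SD of controls, cut at about 140% in these data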; further: values of inactives mirror those of a sister screen read the other way
# TNAP inh hi DEA = blocks human TNAP under high phosphate acceptor concentration | purified TNAP, CDP-star luminescence, 1 M DEA | inhibition, % at 20 µM | 0.03% of 200,000 active;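 active means over 50% inhibition of tissue-nonspecific alkaline phosphatase at 20 µM in the single-dose screen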;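 further: plate controls were DMSO wells for no effect and EDTA-quenched wells as full inhibition for full effect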
# FLuc inh counter = inhibits firefly luciferase, flagging false hits in luciferase inhibition screens. P08659. ATPLite firefly luciferase biochemical luminescence, 10 min. inhibition, % at 10 µM. 1.5% of 200,000 active. AID 1006;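 active means inhibition above about 50% when tested at 10 µM, limit read from the data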
# Target sequence (P08659 whole entry, looked up): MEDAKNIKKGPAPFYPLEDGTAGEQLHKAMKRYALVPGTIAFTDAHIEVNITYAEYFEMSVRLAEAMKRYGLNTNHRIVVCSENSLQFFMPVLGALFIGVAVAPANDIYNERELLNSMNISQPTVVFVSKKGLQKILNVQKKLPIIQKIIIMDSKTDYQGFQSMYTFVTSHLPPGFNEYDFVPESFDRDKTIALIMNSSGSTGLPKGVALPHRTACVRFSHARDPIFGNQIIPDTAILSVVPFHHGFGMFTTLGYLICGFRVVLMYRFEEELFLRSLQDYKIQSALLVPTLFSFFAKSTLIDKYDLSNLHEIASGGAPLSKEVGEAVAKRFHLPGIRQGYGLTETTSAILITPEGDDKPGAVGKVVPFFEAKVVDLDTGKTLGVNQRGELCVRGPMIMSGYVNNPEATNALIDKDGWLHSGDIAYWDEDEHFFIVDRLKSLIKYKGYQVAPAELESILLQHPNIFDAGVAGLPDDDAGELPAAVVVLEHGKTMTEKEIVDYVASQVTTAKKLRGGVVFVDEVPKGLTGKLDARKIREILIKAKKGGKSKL
# TNAP inh noacc = inhibitors of human TNAP without phosphate acceptor. P05186. purified TNAP, CDP-star luminescence, 30 min. inhibition, % at 20 µM. 0.26% of 200,000 active. AID 1012;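 active means tissue-nonspecific alkaline phosphatase inhibition above about 50% at 20 µM in the single-dose screen, limit read from the data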;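 further: 0% = DMSO negative control and 100% = EDTA positive control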
# FLuc stim CS = affects firefly luciferase, flagging false hits in luciferase stimulation screens | P08659 | ATPlite luciferase biochemical, luminescence, 10 min; 0 = ATP-free wells, 1 = DMSO control | activation factor at 10 µM | 200,000 tested, under 10 active;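 active means luciferase activation factor, scaled between plate controls, of at least 2 with compound at 10 µM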
#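 test system = cell-free luciferase reagent | medium = PBS as buffer for the ATP substrate | dosing = test compounds dosed from 2 mM stocks in 100% DMSO | incubation = 10 min at ambient temperature | detection = luminescence measurement of luciferase light output | benchmarks = low control with PBS replacing ATP, high control enzyme plus ATP without compound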
# PMI act = phosphomannose isomerase (human) activation; purified human PMI, coupled resazurin fluorescence, 20 min; hits give high values; 1 = vehicle control, 0 substrate-free wells; activation factor at 20 µM; 0.005% of 190,000 active;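 active means activation factor of 2 or more at 20 µM, relative to plate controls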
# bIAP activator = increases bovine intestinal alkaline phosphatase activity; 0.17% of 200,000 active; activation factor at 20 µM; purified bovine IAP, CDP-star luminescence, 30 min; hits give high values; fold of DMSO-control signal, blank-subtracted; AID 1016;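 active means activation factor of 2 or more at 20 µM, a signal rise over negative controls twice the positive control's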
# * marks the source's active call; other numbers are inactive results; . = no result given.
SMILES,PMI act satM6P,TNAP act hi DEA,NF-kB expr up,APP 5'UTR act,TNAP inh hi DEA,FLuc inh counter,TNAP inh noacc,FLuc stim CS,PMI act,bIAP activator
CCc1nc(N2CCC3(CC2)OCCO3)c2nnn(Cc3ccccc3Cl)c2n1,1,1,1.01,7.8,-1.5,2.1,9.4,1,1,1
COc1cccc2cc(C(=O)Oc3ccc(NC(C)=O)cc3)c(=O)oc12,1.2,1,1.08,-2.2,-0.8,-0.5,-12.5,1,1.1,0.9
O=C(/C=C/c1ccc(OC(F)F)cc1)OCC(=O)N1CCN(C(=O)c2ccco2)CC1,1,1,0.96,0.2,2.6,1.8,-9.7,1,0.9,1
CC(=O)Oc1c(C)cc(Cl)cc1C(=O)Nc1ccc([N+](=O)[O-])cc1Cl,1.1,1,0.87,32.2,-0.9,-2.5,-15.9,1,1,1.1
Cc1ccc(C(=O)NNC(=O)CCN2C(=O)C3CCCCC3C2=O)cc1 (stereo not given),1.1,1,0.95,3.0,-3.3,-7.6,-26.6,1.1,0.9,0.9
O=S(=O)(Nc1ncn[nH]1)c1ccc(Cl)cc1,0.9,1,1.08,13.2,-0.1,-1.8,-3.9,1,0.9,0.8
C/C(Cn1nc([N+](=O)[O-])cc1C)=N\NC(=O)COc1c(Cl)cc(Cl)cc1Cl,1,1,0.96,-5.5,-2.2,-9.2,9.2,1.1,1,0.8
COCC(C)NC(=O)COc1nncc2ccccc12 (stereo not given),1.1,1.1,1.07,1.7,-5.9,-3.0,-10.2,1,1.2,1
COc1ccc2nc(N/C(N)=N/C(=S)Nc3ccc(C)c(C)c3)nc(C)c2c1,0.9,1,0.91,19.3,2.3,-0.8,-41.8,1,0.8,1
Cc1nnc(SCC(=O)c2ccc(C(C)C)cc2)s1,0.9,1,.,28.1,-1.8,15.5,-5.5,0.8,0.9,1
COc1ccc(S(=O)(=O)N2CCn3c2nc2ccccc23)cc1,1,1,1.07,0.7,2.4,-0.6,-5.7,1,1,0.9
CSC(=S)N/N=C(\C)c1ccc(Br)cc1,1,1,1.04,-5.0,-2.4,-3.9,-1.4,1,0.9,0.9
C=C(C)c1nc2cc(OC)c(OC)cc2c(=O)o1,0.9,1,1.15,-1.8,-2.7,-5.3,-4.1,1.1,0.9,1.1
O=C(Cn1ccc2ccccc2c1=O)NCCC(=O)Nc1cccnc1,1,1,0.93,7.2,-3.0,-3.2,-8.6,1,1,1
Cc1cccc(C2NS(=O)(=O)N=C2N)c1 (stereo not given),1.1,1.1,0.89,19.7,-5.0,-6.8,-9.8,1.1,1,1
O=C1S/C(=C\c2ccc(O)c([N+](=O)[O-])c2)C(=O)N1Cc1cccc([N+](=O)[O-])c1,0.9,0.9,0.81,2.9,9.2,-2.4,13.1,1,1,0.9
Cc1ccnc(NS(=O)(=O)c2ccccc2)n1,0.9,1,1.27,-5.9,3.8,-0.4,-3.9,1,0.8,1
C=CCn1c(CNC(=O)c2cccs2)nnc1SCC(=O)Nc1ccc(C(=O)O)cc1,1.3,0.9,1.02,0.6,6.0,0.9,-7.5,1,1.1,1
CCN(CC)S(=O)(=O)c1cc(C(=O)Nc2cccnc2Cl)ccc1Cl,1,1,1.62,10.8,-4.2,-7.9,-6.6,1.1,1.2,1
O=C(CSc1ccc2c(c1)OCCO2)NCCc1ccc(Cl)cc1Cl,0.9,1,1.37,-20.1,-1.4,-8.0,-8.6,1.1,0.9,1
Cc1cc(NC(=O)/C=C/c2ccccc2Cl)n(-c2nc3ccccc3[nH]2)n1,1.1,1,1.27,73.6,-2.5,75.6*,-39.3,0.2,1,0.9
COc1ccc(-n2c(SCC(=O)Nc3ccccc3)nc3c(c2=O)SCC3)cc1,1,1,1.09,10.5,-3.9,-6.2,-16.0,1.1,1,1.1
COc1ccc(Oc2nc3ccccc3n3cccc23)cc1,1,1,0.85,15.6,-2.1,0.0,-12.0,1,0.9,1.1
Cc1nn(-c2cc(N3CCCCCC3)ccc2[N+](=O)[O-])c(=O)c2ccccc12,0.9,0.9,0.92,4.8,14.4,-2.7,10.4,1,0.9,0.7
Cc1ccc(C(C)(C)C)c(OCCOCCN2CCCC2)c1,1,1.1,0.95,-5.8,-5.2,-3.1,-6.6,1,1,0.9
O=C(c1ccco1)N1CCN(Cc2cccnc2)CC1,1,1,1.04,.,-3.1,-3.8,-2.1,1,1,0.9
CCOC(=O)C1CCN(C(=O)CSc2nnc(-c3ccco3)n2-c2ccccc2)CC1,1.1,1,1.16,-0.7,-4.5,-8.3,-10.9,1.1,1.1,1
O=S(=O)(c1ccccc1)N1CCC(O)(CSc2ccccc2)CC1,1.1,1,0.89,-17.1,-2.2,-0.8,5.9,1,1.1,1
Cc1cc(C(=O)NC(C)C)on1,0.8,1,1.04,-16.1,-1.9,-2.7,-8.7,1,1,0.9
C=CCn1c(=O)c(C(=O)Nc2ccccc2C(=O)OCC)c(O)c2ccccc21,0.9,1,1.71,-0.6,2.4,-2.1,-3.1,1,0.9,0.9
NC(=O)CSc1nnc(SCc2ccc(F)cc2)s1,1,1,1.27,-0.2,-2.5,8.3,-9.0,0.9,0.9,1
CCOC(=O)c1sc2nc(C)nc(NCc3cccnc3)c2c1C,1,1.1,1.11,7.3,-7.7,-7.5,-7.0,1.1,0.9,1.1
COc1ccc(NCC(=O)N/N=C2\CCCC(C)C2)cc1 (stereo not given),0.8,1,1.23,-7.9,-0.2,-4.1,-5.0,1,1,1
CCc1ccc(NC(=O)Cc2ccc(OC)cc2)cc1,0.9,1,1.45,18.9,-4.8,-2.3,-6.9,1,0.9,0.9
N#CCSc1nnc(-c2ccc(F)cc2)n1N,0.9,1,1.37,-10.2,1.1,-1.1,-0.2,1,0.9,1.1
O=C1COc2ccc(C(=O)c3ccccc3C(=O)NCc3ccccc3)cc2N1,1,1.1,1.42,.,-6.4,-4.8,-8.8,1,1,0.9
CC(C)(C)N(NC(=O)Nc1ccc(F)cc1)C(=O)c1ccccc1,1.1,1.1,1.15,8.4,-5.7,-12.6,-2.9,1.1,1.1,0.9
COc1ccc(CCn2ccc(O)c(Cc3c(F)cccc3Cl)c2=O)cc1OC,1.1,1.1,1.2,19.1,-6.4,-8.2,-0.2,1.1,1.1,1
COC(=O)c1ccccc1NC1CC(=O)N(c2c(C)cccc2C)C1=O (stereo not given),1.2,1,1.14,9.5,4.1,0.8,-4.7,1,1.1,1
COc1ccc(C(=O)OCCc2ccc(O)cc2)cc1,0.9,1.1,6.7*,118.3,-6.1,21.1,-10.2,0.8,1,1

# Complete entries as entered above. Screens in order: PMI act satM6P | TNAP act hi DEA | NF-kB expr up | APP 5'UTR act | TNAP inh hi DEA | FLuc inh counter | TNAP inh noacc | FLuc stim CS | PMI act | bIAP activator
# Entry for COc1ccc(CCn2ccc(O)c(Cc3c(F)cccc3Cl)c2=O)cc1OC : 1.1 | 1.1 | 1.2 | 19.1 | -6.4 | -8.2 | -0.2 | 1.1 | 1.1 | 1
# Entry for COC(=O)c1ccccc1NC1CC(=O)N(c2c(C)cccc2C)C1=O (stereo not given) : 1.2 | 1 | 1.14 | 9.5 | 4.1 | 0.8 | -4.7 | 1 | 1.1 | 1

# New compounds follow
SMILES,PMI act satM6P,TNAP act hi DEA,NF-kB expr up,APP 5'UTR act,TNAP inh hi DEA,FLuc inh counter,TNAP inh noacc,FLuc stim CS,PMI act,bIAP activator
Cc1ccc(NC(=O)c2cn(CCC#N)nc2-c2cccs2)c([N+](=O)[O-])c1,0.9,1,0.87,-1.7,-2.0,-3.8,-7.9,1,0.9,1
C=C(C)CN(CC)c1nc(N)c2c(N)nc3c(c2c1C#N)CC(=O)N3C12CC3CC(CC(C3)C1)C2,1,1,1.99,-7.0,-4.7,-10.8,-1.7,1.1,1,1.3
CCOC(=O)C1(Cc2cccc(Cl)c2)CCCN(C2CCN(C(C)=O)CC2)C1 (stereo not given),1.1,1.1,1.33,15.4,-7.1,-2.6,-5.4,1,1.1,1.1
CC1=CCC(C(=O)O)(C(=O)N/N=C/c2cccnc2)C(c2ccccc2)C1 (stereo not given),0.9,1,1.13,14.6,-3.9,-6.5,-14.8,1.1,1,1.1
COc1ccccc1N=NC1=C(O)CC(C)(C)CC1=O,1,0.8,1.1,-5.6,19.5,2.5,17.1,1,1.1,0.9
Cc1ccc2c(c1)N(CCC(=O)NCC1CCCO1)C(=O)CO2 (stereo not given),0.9,1,1.06,9.4,1.3,-5.4,1.2,1.1,0.9,0.9
CCc1cccc(NC(=O)CSCc2cc(=O)[nH][nH]2)c1,1.1,1,0.94,6.1,1.2,-9.8,-9.3,1.1,1,1.2
CCOC(=O)c1cc(-c2ccccc2)n(CC(=O)Nc2ccc(OC)cc2)c1C,0.9,1,1.11,15.6,-1.5,-0.9,0.3,1,1,0.9
Cc1[nH]nc2c1C1(C(=O)N(Cc3ccc(Cl)cc3)c3ccccc31)C(C#N)=C(N)O2 (stereo not given),0.9,1,0.93,4.1,3.1,-2.7,-37.1,1,0.9,1.4

# Just APP 5'UTR act, PMI act satM6P and TNAP act hi DEA, for 5 of the compounds above:
Compound | APP 5'UTR act | PMI act satM6P | TNAP act hi DEA
CC1=CCC(C(=O)O)(C(=O)N/N=C/c2cccnc2)C(c2ccccc2)C1 (stereo not given) | 14.6 | 0.9 | 1
COc1ccccc1N=NC1=C(O)CC(C)(C)CC1=O | -5.6 | 1 | 0.8
Cc1ccc2c(c1)N(CCC(=O)NCC1CCCO1)C(=O)CO2 (stereo not given) | 9.4 | 0.9 | 1
CCc1cccc(NC(=O)CSCc2cc(=O)[nH][nH]2)c1 | 6.1 | 1.1 | 1
CCOC(=O)c1cc(-c2ccccc2)n(CC(=O)Nc2ccc(OC)cc2)c1C | 15.6 | 0.9 | 1

# NF-kB expr up: entries above that show a hit.
mol	PMI act satM6P	TNAP act hi DEA	NF-kB expr up	APP 5'UTR act	TNAP inh hi DEA	TNAP inh noacc	FLuc stim CS	PMI act	bIAP activator
COc1ccc(C(=O)OCCc2ccc(O)cc2)cc1	0.9	1.1	6.7*	118.3	-6.1	-10.2	0.8	1	1
